RPL19A TOR yeast – alters RPL19A-GFP fluorescence in TOR pathway yeast screen; S. cerevisiae RPL19A-GFP strain, flow cytometry, 3 h; hits give low values; percent response vs DMSO, % at 10 µM; actives 0.3% (n = 330,000);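 active means percent response vs DMSO below 50%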;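 further: median channel GFP fluorescence of the barcoded RPL19A-GFP strain; ratio of sample median GFP to plate DMSO average so 100% = DMSO; lower means less RPL19A-GFP as with rapamycin TOR inhibition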
CR mimetic SO – caloric restriction mimetics inhibiting age-related superoxide in yeast; S. cerevisiae aged cells, superoxide DHE fluorescence; hits give low values; actives 0.18% (n = 330,000); superoxide response (% of plate mean), % at 10 µM;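 active means superoxide response under a set limit, about three screen SD below normal, cut at about 65% in these data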;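 further: yeast aged for seven days with compound at 30 °C before DHE staining; 100% = average MFI of all compound-treated wells on the plate with controls excluded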
procasp3 activ – activates human procaspase-3 | P42574 | actives 0.11% (n = 330,000) | activation, % at 8.5 µM | recombinant procaspase-3 D3A, Ac-DEVD-pNA absorbance 405 nm | AID 463141;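 active means activation above the mean of all tested compounds plus 3 SD, cut at about 21% in these data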;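 further: 0% = DMSO alone and 100% = DMSO wells spiked with extra 5 µM PC-3 D3A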
Target sequence (P42574 whole entry D9A/D28A/D175A): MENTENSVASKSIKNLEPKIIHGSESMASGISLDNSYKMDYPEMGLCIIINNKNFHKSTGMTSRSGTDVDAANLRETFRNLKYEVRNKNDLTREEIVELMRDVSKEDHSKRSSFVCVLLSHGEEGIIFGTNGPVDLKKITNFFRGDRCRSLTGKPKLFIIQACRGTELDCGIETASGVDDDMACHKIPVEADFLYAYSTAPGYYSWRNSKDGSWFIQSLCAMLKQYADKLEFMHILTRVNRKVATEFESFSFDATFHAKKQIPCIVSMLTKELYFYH
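Test system: Procaspase-3 D3A mutant, all three cleavage aspartates alanine | Dosing: Single dose, 8.5 µM nominal compound, 0.8% DMSO | Schedule: 1 h preincubation, 2 h reaction | Technique: 405 nm absorbance of p-nitroaniline, reads at 0 and 120 min | Repeats: One well per compound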
AHR act – activators of human aryl hydrocarbon receptor; P35869; AHR-responsive luciferase reporter cells, luminescence; activation, % at 5 µM; actives 2.5% (n = 320,000); AID 2796; in the data active means activation above about 47%;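 further: 0% = vehicle wells and 100% = reference agonist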
procasp7 counter – activates human procaspase-7, counter-screen for procaspase-3 activators. P55210. recombinant procaspase-7, Ac-DEVD-pNA absorbance 405 nm; D23A/D198A/D206A triple mutant, cannot self-cleave; scale: DMSO 0, 5 µM enzyme 100. activation, % at 8.5 µM. actives 0.093% (n = 330,000);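 active means percent activation above the screen-wide mean plus 3 SD, cut at about 25% in these data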
Target sequence (P55210 whole entry D23A/D198A/D206A): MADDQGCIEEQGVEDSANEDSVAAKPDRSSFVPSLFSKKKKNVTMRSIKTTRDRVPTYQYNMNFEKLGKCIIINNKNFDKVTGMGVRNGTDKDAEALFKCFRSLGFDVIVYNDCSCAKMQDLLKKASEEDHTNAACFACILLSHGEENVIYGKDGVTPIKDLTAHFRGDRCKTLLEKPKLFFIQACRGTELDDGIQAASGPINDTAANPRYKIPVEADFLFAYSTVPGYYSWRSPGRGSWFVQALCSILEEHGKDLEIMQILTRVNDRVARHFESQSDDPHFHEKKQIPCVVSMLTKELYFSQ
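Assay system: Uncleavable procaspase-7 mutant enzyme | Input: 2 µM procaspase-7 mutant as dispensed | Timing: 1 h compound preincubation, 2 h substrate cleavage, 25 °C | Repeats: One well per compound | Control set: DMSO wells as 0%, DMSO with 5 µM added PC-7 as 100% | Technique: Epi-absorbance of released pNA at 405 nm, two timepoints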
GASC-1 inh – inhibitors of human GASC-1 (JMJD2C) demethylase; Q9H3R0; GST-JMJD2C(1-420) H3K9me3 demethylation, DELFIA europium; inhibition, % at 2.35 µM; actives 0.069% (n = 330,000); AID 2099;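 active means more than half of a compound's replicate wells show inhibition beyond 50%, single wells judged on their own value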;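 further: signal counts dimethyl H3K9 product captured on neutravidin plate; 0% = median of DMSO wells and 100% = 0.3 times that DMSO median; strong numbers were not always called active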
Target sequence (Q9H3R0 1-420 limits assumed): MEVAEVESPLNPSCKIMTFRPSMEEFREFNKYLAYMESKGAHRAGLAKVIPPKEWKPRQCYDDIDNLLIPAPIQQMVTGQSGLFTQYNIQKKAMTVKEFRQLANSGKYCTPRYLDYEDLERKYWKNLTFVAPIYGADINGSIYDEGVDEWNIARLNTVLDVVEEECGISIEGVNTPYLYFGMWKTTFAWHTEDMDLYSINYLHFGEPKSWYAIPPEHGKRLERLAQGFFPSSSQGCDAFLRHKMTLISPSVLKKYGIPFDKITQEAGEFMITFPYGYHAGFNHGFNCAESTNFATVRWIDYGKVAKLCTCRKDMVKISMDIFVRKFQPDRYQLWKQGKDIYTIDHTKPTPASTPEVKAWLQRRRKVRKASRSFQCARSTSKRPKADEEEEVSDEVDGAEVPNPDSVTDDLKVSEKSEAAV
LAP4-GFP MLPCN – alters LAP4-GFP fluorescence in TOR pathway yeast screen; GFP response vs DMSO, % at 10 µM; actives 0.34% (n = 320,000); AID 2023; S. cerevisiae LAP4-GFP multiplex, flow cytometry GFP, 3 h; median GFP as percent of DMSO wells;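 active means GFP response vs DMSO above a set limit, about the screen mean plus 3 SD, cut at about 150% in these data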
MEP2 TOR yeast – alters MEP2-GFP fluorescence in TOR pathway yeast screen. S. cerevisiae MEP2-GFP strain, flow cytometry GFP, 3 h; 100% = DMSO control level. GFP response vs DMSO, % at 10 µM. actives 0.51% (n = 330,000). AID 2016;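 active means GFP response versus DMSO above a set limit, roughly screen mean plus 3 SD, cut at about 180% in these data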;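 further: median GFP fluorescence of the barcode-gated MEP2-GFP cells per well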
The depositor's hits bear a star; i = inactive; . = no result given; & = joins results of further samples. Not a hit list; any-hit rate near 3.8%.

SMILES	RPL19A TOR yeast	CR mimetic SO	procasp3 activ	AHR act	procasp7 counter	GASC-1 inh	LAP4-GFP MLPCN	MEP2 TOR yeast
O=C(CN1C(=O)NC2(CCCCC2)C1=O)Nc1ccccc1Cl	104	122	3	0	5	-3	107	106
CCOc1ccc(N(CC(=O)NCc2ccccc2)S(=O)(=O)c2ccc(C)cc2)cc1	102	107	4	0	0	0	96	101
CC1Cc2ccccc2N1C(=O)CSc1nnnn1C1CCCC1 (centres undefined)	95	102	3	0	5	-4	97	99
Cc1ccccc1C(=O)Nc1nnc(CC(=O)N/N=C/c2cn(Cc3ccccc3)c3ccccc23)s1	107	111	3	15	-8	18	100	108
CCCCn1c(CCNC(=O)c2ccco2)nc2ccccc21	109	96	3	3	-3	13	82	106
O=C(O)c1ccc(CSc2nnnn2C2CCCCC2)cc1	97	134	-1	-1	11	-2	98	93
COCCOc1cc(NC(=O)c2cccc(OC)c2)c(Cl)cc1Cl	98	79	1	7	6	-5	104	99
CC(C)(C)c1cn(-c2ccc(Cl)cc2)c(=S)[nH]1	83	104	-9	0	-18	4	89	92
CCc1ccc(OCC(=O)O/N=C(\N)c2ccncc2)c(Br)c1	104	96	-2	8	-2	4	82	92
COc1cc2nc(NCC3CCCO3)n3nc(-c4cccnc4)nc3c2cc1OC (centres undefined)	.	119	4	9	1	-5	101	98
COc1ccccc1NC(=O)CN1CCN(C2c3ccccc3-c3ccccc32)CC1	100	99	-6	-1	3	4	101	96
O=C(CSc1nc2ccccc2c(=O)n1CCCN1CCOCC1)Nc1ccc(Br)cc1	98	107	10	5	-8	-4	98	105
CCc1c(C)sc(NC(=O)C2CCCO2)c1C#N (centres undefined)	96	96	-10	12	-10	-19	100	100
C/C(=N\NC(=O)Cn1ccc(C(F)(F)F)n1)c1ccc2c(c1)OCO2	94	99	-3	18	1	16	113	120
O=C(CCCN1C(=O)c2cccc3cccc(c23)C1=O)N1CCc2ccccc2C1	87	80	0	-3	0	0	93	93
OCCCN1CCN(CCCOc2ccccc2-c2ccccc2)CC1	102	i	-7	4	7	16	95	101
O=C(Nc1cccc(NC(=O)c2ccc(Cl)cc2)n1)c1ccc(Cl)cc1	97	103	5	1	0	2	96	104
Cc1ccc(C(C(=O)NC2CCCC2)N(C(=O)CCC(=O)Nc2cc(C)on2)c2ccccc2)cc1 (centres undefined)	101	95	8	-3	-9	2	94	105
CCCCCCCCCOC(=O)C1N2C(=O)[C@@H](NC(=O)COc3ccccc3)[C@H]2SC1(C)C (some centres undefined)	104	105	-1	0	6	5	125	97
Cc1cccc(/N=C/c2c(O)c3ccccc3oc2=O)n1	92	120	9	-2	10	-6	97	99
Cc1nc2ccc(S(=O)(=O)NCC(=O)N3CCc4ccccc43)cc2s1	103	99	-1	8	-1	12	111	121
Cc1noc(C)c1S(=O)(=O)N(CC(=O)Nc1ccc2c(c1)OCCO2)c1ccc(C(C)C)cc1	100	90	-1	5	7	-7	95	103
COc1ccc(C2=NN(C(=O)CSc3ncccn3)C(c3ccc(OC)cc3)C2)cc1 (centres undefined)	101	105	-5	0	-13	-1	89	91
CCOc1cc(S(=O)(=O)N2CCN(c3ccc(F)cc3)CC2)c(OCC)cc1-n1cnnn1	100	106	-4	0	-8	2&6	91	96
COc1ccccc1NC(=O)CCSc1nnc(-c2ccncc2)o1	102	97	-1	2	-5	2	100	99
COc1cccc(-c2nn(C)c3sc(C(=O)N4CCN(c5ccccn5)CC4)cc23)c1	94	95	0	58*	11	10	111	93
COCc1nc2sc(C)c(C)c2c(=O)[nH]1	100	102	-4	8	10	1	107	102
C/C(=N/NC(=O)CNS(=O)(=O)c1ccccc1)c1ccc(Br)cc1	101	94	-12	2	-7	10	93	106
CCC(=O)Nc1nc(NCc2ccccc2OC)n(-c2ccccc2)n1	104	102	-4	12	0	2	96	106
O=C(CSc1nnc(-c2ccncc2)o1)Nc1ccc(F)c(F)c1	98	96	-2	2	2	3	91	91
Cc1cc(C)c(C(=O)COC(=O)CNC(=O)c2ccccc2C)c(C)c1	94	95	-3	2	-1	2	102	89
Cc1ccc2ccc(S(=O)(=O)NCc3ccco3)cc2c1	91	111	-5	0	2	13	92	99
CCN1CCN(C(=O)c2ccccc2N(Cc2ccccc2)S(=O)(=O)c2ccc(C)cc2)CC1	95	81	6	-3	-7	-6	106	107
O=C(COC(=O)c1ccccc1)Nc1ccccc1Sc1ccccc1	103	111	-5	3	-1	14	94	104
Cc1ccc2cc(CN(Cc3ccco3)C(=O)C3CCCCC3)c(=O)[nH]c2c1C	91	107	5	0	7	-1	89	96
COc1ccccc1-c1n[nH]c(=S)o1	97	123	0	21	-5	-1	102	100
OCCC1CN(C2CCN(c3ccccc3F)CC2)CCN1Cc1ccccc1 (centres undefined)	100	100	1	7	3	2	105	101
COc1ccc(CN2C(=O)C(C)=C(C)C2OC)cc1 (centres undefined)	101	100	5	-1	9	11	97	103
Cc1oc(CC(C)C)cc1C(=O)NCCCC(=O)O	99	114	6	2	10	9	105	94
CC(C)[C@H](NC(=O)OCc1ccccc1)C(=O)OCC(=O)NC1CCCCC1	97	89	4	1	7	0	82	99
Clc1ccc(-c2ncc3ccccn23)c(Cl)c1	97	129	4	3	-1	7	113	107
O=C(CSC(=S)N1CCCC1)N/N=C/c1c(O)[nH]c(=S)[nH]c1=O	102	92	-6	1	-22	2	98	109
CCOC(=O)CCc1c(C)c(C#N)c2nc3ccccc3n2c1-n1ccnc1	88	103	8	-1	4	8	95	90
Cc1cccc(-n2ncc3c2CCCC3NC(=O)CCN2CCCCO2)c1C (centres undefined)	99	91	1	0	11	147	95	106
CCOC(=O)C1(Cc2cccc(OC)c2)CCN(CC(O)CO)CC1 (centres undefined)	98	99	-1	1	3	4	109	96
O=C(CCNS(=O)(=O)c1ccc(Br)cc1)NC1CCCCC1	99	92	-10	1	-1	-6	89	96
Cc1c(CC(=O)NCCC(=O)O)c(=O)oc2cc3occ(-c4ccccc4)c3cc12	99	93	4	-1	2	3	103	107
COC(=O)CCC(=O)NN1C(=O)c2ccccc2C1=O	99	108	-3	-1	-7	24	93	105
COc1ccccc1NCC(=O)N1CCN(S(=O)(=O)c2ccccc2)CC1	96	94	10	1	3	2	96	116
O=C(CSc1nnc(-c2ccncc2)o1)Nc1nncs1	101	95	-24	0	-10	-3	94	104
O=C(Cn1ncn2nc(-c3ccccc3)cc2c1=O)NCc1ccccn1	94	89	-3	1	9	0	96	103
Cc1ccc(C(=O)Nc2cccc(N3C(=O)C4CCC(C)CC4C3=O)c2)cc1 (centres undefined)	94	103	-1	6	1	3	84	98
O=C(O)c1cc(S(=O)(=O)N(Cc2ccccc2)c2ccc(Cl)cc2)ccc1Cl	107	86	-1	-2	4	-3	120	109
CC(C(=O)NN=C(c1ccccc1)c1ccccc1)N1CCCC1 (centres undefined)	99	104	4	1	0	2	95	96
COc1ccc(NC(=O)c2cccc3c2C(=O)c2ccc(-c4ccc(F)cc4OCc4ccccc4)cc2S3(=O)=O)cc1	98	86	5	3	7	8	95	97
COc1cc(OC)cc(C(=O)NC2CCCCCCC2)c1	99	112	-6	13	-6	-13	101	100
OCCC1CN(Cc2cccc(OC3CCCC3)c2)CCN1Cc1ccsc1 (centres undefined)	96	107	1	2	1	-1	114	116
O=C(NCCc1ccc2c(c1)OCCO2)c1ccccn1	100	94	8	-2	6	8	93	102
CC(=O)Nc1ccc(N2CCOCC2)c([N+](=O)[O-])c1	98	121	-6	4	-3	14	95	95
CN(C)/C=N/c1sc2c(c1C#N)CCC2	93	95	5	-1	0	4	115	100

Sorted by molar mass (ascending): part of the list above.
SMILES	RPL19A TOR yeast	CR mimetic SO	procasp3 activ	AHR act	procasp7 counter	GASC-1 inh	LAP4-GFP MLPCN	MEP2 TOR yeast
COc1cc(OC)cc(C(=O)NC2CCCCCCC2)c1	99	112	-6	13	-6	-13	101	100
CC(C(=O)NN=C(c1ccccc1)c1ccccc1)N1CCCC1 (centres undefined)	99	104	4	1	0	2	95	96
COc1ccccc1NCC(=O)N1CCN(S(=O)(=O)c2ccccc2)CC1	96	94	10	1	3	2	96	116
OCCC1CN(Cc2cccc(OC3CCCC3)c2)CCN1Cc1ccsc1 (centres undefined)	96	107	1	2	1	-1	114	116

Next entries:
SMILES	RPL19A TOR yeast	CR mimetic SO	procasp3 activ	AHR act	procasp7 counter	GASC-1 inh	LAP4-GFP MLPCN	MEP2 TOR yeast
COc1ccc(Cl)cc1NS(=O)(=O)c1cccc(C(=O)NCC(c2ccco2)N2CCCC2)c1 (centres undefined)	97	108	-7	2	-3	-14	106	99
O=C1[C@H]2[C@@H](C(=O)N1c1cccc3ccccc13)C1(C(=O)c3ccccc3C1=O)N1CCC[C@@H]21	101	105	-1	5	6	8	90	100
CCOc1nc(-c2ccc(C)cc2)ccc1-c1noc(COC)n1	95	99	1	4	5	5	98	94
COC(=O)c1cc2n(n1)CCN(Cc1ccccc1F)C2=O	108	97	5	-3	3	-2	97	98
C[C@H](CO)N1C[C@H](C)[C@@H](CN(C)C(=O)NC2CCCCC2)Oc2c(NC(=O)Nc3ccccc3)cccc2C1=O	99	104	-1	-1	9	-8	93	92
O=C(NCc1cccc(F)c1)c1ccc2nc(N3CCOCC3)sc2c1	101	110	12	2	3	14	102	97
CC(C)NC(=O)C1CCN(C2CCN(Cc3nc(C(C)C)cs3)CC2)CC1	95	93	5	3	3	3	89	88
C=CCNC(=S)N/N=C/c1cn(C)c2ccccc12	101	92	-11	95*	3	-3	.	98
CS(=O)(=O)Nc1ccc(-c2ccc(/C=C3\SC(N)=NC3=O)o2)cc1	99	105	2	58*	-12	-9	105	92
O=C(NCC(c1ccco1)N1CCN(c2ccc(F)cc2)CC1)C(=O)NC1CCCCC1 (centres undefined)	97	105	8	3	5	10	108	98
CCOC(=O)CCC(NC(=O)c1ccccc1C(=O)NC(CCC(=O)OCC)C(=O)OCC)C(=O)OCC (centres undefined)	104	101	-1	-3	-7	11	103	107
CC(NC(=S)NC1CCCCC1)c1ccc(C(C)(C)C)cc1 (centres undefined)	98	105	7	0	1	12	100	100
O=C(CNC(=O)c1ccco1)NCC(=O)OCc1ccc(Cl)cc1Cl	98	103	4	-1	-3	-5	91	100
O=C(Nc1ccc(N2CCN(C(=O)c3ccccc3)CC2)c(Cl)c1)c1ccco1	94	91	7	0	1	-11	105	96
O=C(Cc1ccccc1)O/N=C1\CCCc2ccccc21	97	111	0	0	-8	-6	92	98
O=C(/C=C/c1ccc([N+](=O)[O-])cc1)OCC(=O)N1CCCC1	93	93	-2	-1	-4	11	90	94
CCCNC(=O)COC(=O)c1ccccc1OCc1ccc(Cl)cc1	91	100	6	4	-6	-10	93	117
COCCN(Cc1cc2cc(C)ccc2n2nnnc12)C(=S)Nc1cccc(C)c1	92	90	-4	1	13	-1	89	80
